KOR beta-arrestin-1 – KOR antagonists, beta-arrestin recruitment, cell-based, luminescence, uHTS (AID 1778); inhibition, % at 10 µM, or IC50 in µM where a hit was titrated; 0.091% of 290,000 active; KOR beta-arrestin recruitment, luminescence, antagonist mode; higher % means a stronger effect; further: strong numbers were not always called active
HIV fusion peptide – inhibitors of HIV fusion peptide binding, primary screen, biochemical, uHTS, fluorescence dequenching (AID 1986); cell-free peptide binding, fluorescence dequenching, 30 min; higher % means a stronger effect; 0.3% of 290,000 active; inhibition, % at 20 µM; hits with a dose series show IC50 in µM; in the data active means inhibition mostly above about 52%, no sharp cut-off; inactive means mostly below about 76%; further: some results filed as inactive read as strong as hits
Yfh1-depleted yeast – enhancers of respiration in Yfh1-depleted yeast, dose response, Friedreich's ataxia, plus single-dose screen (AID 1465). S. cerevisiae Yfh1-off respiration, WST-1 reduction, 72 h; higher fold induction means a stronger effect. one-dose fold induction at 50 µM; EC50 in µM for titrated hits. 0.074% of 220,000 active;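 active means fold induction of absorbance versus untreated yeast above a set limit, then at least 30% activation at any dose in follow-up; inconclusive means repeats straddling the limit, or above it without dose testing; inactive means fold induction below the set limit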;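 further: activators that raise dye reduction in frataxin-depleted yeast; strong numbers were not always called active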
West Nile virus CPE – West Nile virus antiviral activity, cell-based, CPE readout (AID 1621) | West Nile virus-infected cells, CPE inhibition; higher % means a stronger effect | one-dose CPE inhibition, % at 10 µM; IC50 in µM for titrated hits | 0.02% of 290,000 active; in the data active means a potency from the dose series; inconclusive means CPE inhibition mostly from about 3.7% at the one dose, without a potency; inactive means the rest, 99 in 100 with CPE inhibition below about 2.2%; further: strong numbers were not always called active
KOR beta-arrestin-2 – kappa opioid receptor activators – cell-based, luminescence, uHTS, primary screen (AID 1777); KOR beta-arrestin recruitment, luminescence; higher % means a stronger effect; 0.02% of 280,000 active; activation, % at 10 µM, or EC50 in µM where a hit was titrated; in the data active means activation above about 50%, passing the limit was not always enough; further: a part of the inactive calls stands beside numbers as strong as those of hits
NS5 inhibitors – flavivirus cap methylation enzyme inhibition – biochemical, confirmation dose response, primary screen (AID 588689); Dengue-2 NS5 methyltransferase capping enzyme assay, biochemical; higher % means a stronger effect; one-dose inhibition, % at 25 µM; IC50 in µM for titrated hits; 0.3% of 340,000 active; in the data active means a potency from the dose series; inconclusive means inhibition above about 29% without an active follow-up result
NOD2 inhibition – NOD2 signaling inhibitors, cell-based, luminescence, uHTS, HEK293 (AID 1566). HEK293 NOD2/NF-kB luciferase reporter, luminescence; higher % means a stronger effect. one-dose inhibition, % at 4 µM; EC50 in µM for titrated hits. 0.63% of 290,000 active; further: many of its hits are not listed in these tables
NOD1 NF-kB reporter – inhibition of NOD1-driven NF-kB reporter – cell-based, luminescence, uHTS, primary screen (AID 1578) | NOD1-driven NF-kB luciferase reporter cells, luminescence; higher % means a stronger effect | inhibition, % at 4 µM; hits with a dose series show EC50 in µM | 1% of 290,000 active; in the data active means inhibition mostly above about 36%, no sharp cut-off; inactive means mostly below about 34%;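 further: HEK-293T reporter cells stimulated with the NOD1 agonist gamma-tri-DAP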
AID2073 – disruptors of CaV2.2 binding to Mint1 – biochemical, HTRF (AID 2073); HTRF protein-protein interaction, Mint1-CaV2.2; higher % means a stronger effect; one-dose inhibition, % at 20 µM; IC50 in µM for titrated hits; 0.19% of 290,000 active; in the data active means inhibition mostly above about 51%, no sharp cut-off; inconclusive means no clear call, values can overlap the other calls; inactive means mostly below about 53%; further: some results filed as inactive read as strong as hits
NS5 inhibitors pilot replicate – recorded beside NS5 inhibitors, whose call it bears; inhibition, %; measured here: pilot screen replicate inhibition
An asterisk follows results filed as active; i = inactive; ? = inconclusive; . = no result given; & = joins results of further samples; [ ] = dose if it differs, or a comment. Unless noted, no stated cut-off is given here; in the data, active means inhibition above about 50%; inactive means the rest.

SMILES	KOR beta-arrestin-1	HIV fusion peptide	Yfh1-depleted yeast	West Nile virus CPE	KOR beta-arrestin-2	NS5 inhibitors	NOD2 inhibition	NOD1 NF-kB reporter	AID2073	others
CC(C)OCCCNC(=O)c1cc2c(s1)CS(=O)(=O)C2	15.1%	2.5%	i	-0.4%	-3.5%	-0.7%	7.9%	-12.1%	3.1%
Cc1oc(-c2cccc(C(F)(F)F)c2)nc1CN1CCOCC1	-53.5%[20 µM]	-0.8%	i	-0.9%	.	-3.9%	0.5%	-31.7%	-15.5%
CC(C)c1ccc(Nc2ncccc2C#N)cc1	-5.1%	6.0%	i	0.5%	2.3%	-3.8%	-61.8%	-73.0%	4.8%
CCN(CC)c1ccc(NC(=O)/C=C\c2ccccc2Cl)cc1	4.2%	3.4%	i	-0.4%	8.1%	-4.1%	-40.2%	-29.7%	-18.5%
c1ccc(CNc2nc(N3CCOCC3)nc(N3CCOCC3)n2)cc1	-20.4%	-0.4%	i	-0.5%	-2.3%	-1.4%	20.4%	-17.8%	0.0%
CCOc1cccc2sc(N(CCCN(C)C)C(=O)Cc3ccccc3)nc12	-15.6%	-1.3%	i	0.0%	-3.5%	-6.3%	11.2%	-49.1%	-23.1%
N#CC1=C(N)Oc2[nH]c(=S)[nH]c(=O)c2C12C(=O)Nc1ccccc12 (configuration not stated)	-3.9%[20 µM]	2.4%	i	-0.3%	-5.4%	-2.9%	-4.9%	-11.0%	9.1%
CNC(=S)N(CCc1c(C)[nH]c2ccc(OC)cc12)Cc1cc(OC)c(OC)c(OC)c1	-10.6%	1.1%	.	.	-0.2%	1.4%	4.0%	5.9%	-16.5%
CC(C(=O)NCc1ccco1)c1ccc([N+](=O)[O-])cc1 (configuration not stated)	-62.3%[20 µM]	0.9%	i	-0.2%	-1.2%	-4.5%	4.2%	-47.0%	-8.5%
COc1ccc(N(CC(=O)Nc2ccc(S(=O)(=O)N3CCCC3)cc2)S(C)(=O)=O)cc1OC	3.1%	0.5%	i	0.1%	0.2%	-8.4%	7.7%	-29.7%	6.0%
COc1cccc(-c2cc(C(F)(F)F)n3ncc(C(=O)O)c3n2)c1	12.5%	-0.2%	i	0.3%	0.3%	-1.6%	-3.6%	-14.5%	3.2%
O=C(NC1CCCCC1)C(c1ccccc1)N1CCOCC1 (configuration not stated)	-25.6%	-0.1%	i	-0.3%	-0.2%	-4.1%	3.4%	-11.3%	12.3%
Cc1cccc(C)c1NC(=S)NCc1ccncc1	2.3%	-1.6%	i	0.5%	-1.7%	6.1%	7.5%	10.9%	31.0%
COc1cccc2cc(C(=O)C3=C(O)C(=O)N(CCN(C)C)C3c3ccc(Cl)cc3)oc12 (configuration not stated)	29.3%	0.8%	i	-0.1%	2.1%	1.6%	11.5%	0.1%	0.8%
CC12CCC(=O)N1C(C(=O)Nc1cccc3ccccc13)CS2 (configuration not stated)	13.0%	0.1%	i	0.8%	-1.0%	-6.5%	3.4%	-17.5%	1.3%
O=S(=O)(Nc1ccc(O)c(Sc2nc3ccccc3s2)c1)c1ccc(Cl)cc1	0.4%	1.2%	.	.	0.9%	0.0%	16.1%	72.0%	-2.3%
Cc1cccc(CC(=O)Nc2ccon2)c1	-40.4%[20 µM]	0.4%	.	-0.8%	-0.6%	-7.2%	10.7%	-0.7%	-1.8%	NS5 inhibitors pilot replicate=1.5
N#CC1=C(N)Oc2cc(N)ccc2C1c1ccc(F)cc1F (configuration not stated)	-71.6%[20 µM]	9.2%	.	0.3%	-0.3%	-12.7%	-14.4%	18.9%	1.9%
CCOc1ccc(-c2ccc(C=O)o2)c([N+](=O)[O-])c1	12.7%	5.1%	i	-1.0%	0.0%	2.6%	-1.9%	-28.0%	-4.9%
Cc1sc2ncn(CC(=O)NCCN(C)C)c(=O)c2c1S(=O)(=O)N1CCC(C)CC1	-3.4%	-1.5%	.	-0.1%	-3.8%	-3.2%	1.9%	-28.6%	-10.1%
Cc1ccc(NC(=S)c2nc3ccccc3[nH]2)cc1	10.5%	-3.6%	i	0.1%	-6.0%	-4.1%	-249.0%	-18.8%	-15.4%
CCC(CC)c1nnc(NC(=O)COc2ccc3c(c2)OCO3)s1	-29.7%	0.0%	.	0.6%	3.3%	-2.2%	-79.7%	-25.3%	-16.9%
Cc1cccc(N2CCN(C(=O)c3ccc(CNc4c(N5CCC(C)CC5)c(=O)c4=O)cc3)CC2C)c1 (configuration not stated)	-39.6%	-2.6%	i	.	-1.5%	8.9%	1.0%	-16.5%	9.4%
Cc1ccc(NC(=S)N/C(=N/S(=O)(=O)c2ccccc2)c2ccccc2)cc1	-3.1%	-0.7%	i	0.4%	-2.7%	8.0%&1.6%	-36.2%	-6.8%	3.6%
O=C(O)c1ccc(NC(=S)NC(=O)c2ccc3ccccc3c2)cc1	-18.2%	15.9%	.	-0.2%	-0.2%	1.9%	-2.0%	-40.7%	-9.8%
CCOC(=O)c1c(CN(C)C)n(C)c2c(O)c(N=NC(N)=O)c3ccc(Br)cc3c12	-9.3%	-0.8%	.	-0.7%	-4.2%	-4.6%	7.1%	-9.5%	14.0%
O=C(CCCl)N1CCCC2(CCCCC2)C1	19.8%	-0.2%	i	-0.1%	-1.6%	4.4%	15.7%	-1.2%	11.1%
O=C(/C=C/c1ccc(Br)o1)OCc1ccccc1	24.5%	-0.5%	i	0.3%	-7.4%	4.0%	2.5%	-18.8%	-12.6%
COc1cc(/C=C2\SC(=S)N(NS(=O)(=O)c3ccccc3)C2=O)ccc1O	34.1%	15.7%	i	0.5%	0.2%	?	10.3%	2.2%	3.4%
COC(=O)c1cnn2c(C)c(Cc3cccc(F)c3)c(C)nc12	-16.0%	2.6%	i	-0.8%	-3.3%	-2.8%	18.5%	-1.5%	24.4%

For convenience, part of the list above:
SMILES	KOR beta-arrestin-1	HIV fusion peptide	Yfh1-depleted yeast	West Nile virus CPE	KOR beta-arrestin-2	NS5 inhibitors	NOD2 inhibition	NOD1 NF-kB reporter	AID2073	others
Cc1sc2ncn(CC(=O)NCCN(C)C)c(=O)c2c1S(=O)(=O)N1CCC(C)CC1	-3.4%	-1.5%	.	-0.1%	-3.8%	-3.2%	1.9%	-28.6%	-10.1%
Cc1ccc(NC(=S)c2nc3ccccc3[nH]2)cc1	10.5%	-3.6%	i	0.1%	-6.0%	-4.1%	-249.0%	-18.8%	-15.4%
CCC(CC)c1nnc(NC(=O)COc2ccc3c(c2)OCO3)s1	-29.7%	0.0%	.	0.6%	3.3%	-2.2%	-79.7%	-25.3%	-16.9%
Cc1cccc(N2CCN(C(=O)c3ccc(CNc4c(N5CCC(C)CC5)c(=O)c4=O)cc3)CC2C)c1 (configuration not stated)	-39.6%	-2.6%	i	.	-1.5%	8.9%	1.0%	-16.5%	9.4%
Cc1ccc(NC(=S)N/C(=N/S(=O)(=O)c2ccccc2)c2ccccc2)cc1	-3.1%	-0.7%	i	0.4%	-2.7%	8.0%&1.6%	-36.2%	-6.8%	3.6%
O=C(O)c1ccc(NC(=S)NC(=O)c2ccc3ccccc3c2)cc1	-18.2%	15.9%	.	-0.2%	-0.2%	1.9%	-2.0%	-40.7%	-9.8%
CCOC(=O)c1c(CN(C)C)n(C)c2c(O)c(N=NC(N)=O)c3ccc(Br)cc3c12	-9.3%	-0.8%	.	-0.7%	-4.2%	-4.6%	7.1%	-9.5%	14.0%
O=C(CCCl)N1CCCC2(CCCCC2)C1	19.8%	-0.2%	i	-0.1%	-1.6%	4.4%	15.7%	-1.2%	11.1%
O=C(/C=C/c1ccc(Br)o1)OCc1ccccc1	24.5%	-0.5%	i	0.3%	-7.4%	4.0%	2.5%	-18.8%	-12.6%
COc1cc(/C=C2\SC(=S)N(NS(=O)(=O)c3ccccc3)C2=O)ccc1O	34.1%	15.7%	i	0.5%	0.2%	?	10.3%	2.2%	3.4%
COC(=O)c1cnn2c(C)c(Cc3cccc(F)c3)c(C)nc12	-16.0%	2.6%	i	-0.8%	-3.3%	-2.8%	18.5%	-1.5%	24.4%

Next section
SMILES	KOR beta-arrestin-1	HIV fusion peptide	Yfh1-depleted yeast	West Nile virus CPE	KOR beta-arrestin-2	NS5 inhibitors	NOD2 inhibition	NOD1 NF-kB reporter	AID2073	others
Brc1cc2c(cc1/C=N/Nc1nc(N3CCOCC3)nc(N3CCOCC3)n1)OCO2	-16.9%	2.2%	i	0.3%	1.7%	-2.9%	8.1%	-9.2%	0.2%
COc1ccc(C)cc1NS(=O)(=O)c1ccc(Br)s1	-25.9%	1.1%	i	-0.4%	-0.7%	-7.6%	-7.4%	9.2%	4.3%
CC(=O)N1CCN(S(=O)(=O)c2ccc(S(=O)(=O)N3CCCC(C)C3)cc2)CC1 (configuration not stated)	14.8%	-1.0%	.	0.1%	-1.4%	-9.2%	1.3%	-10.7%	6.2%
CN1CCN(c2ccc(NC(=O)C(C)(c3ccccc3)c3ccccc3)cc2)CC1	22.4%	-0.2%	.	-0.5%	0.8%	-7.2%	4.8%	-9.8%	27.2%
CCCCn1nnc(NC(=S)NC(=O)c2ccc(-c3cccc(Cl)c3Cl)o2)n1	-25.9%	3.2%	i	-1.0%	-4.0%	-11.0%	0.5%	-9.6%	-14.2%
NC(=O)CCCc1nc(-c2ccccc2)no1	-6.7%	-0.9%	i	-0.2%	0.9%	7.0%	6.7%	2.9%	-14.2%
CC(C)C(c1nnnn1C1CCCCC1)N1CCc2ccccc2C1 (configuration not stated)	-8.7%	4.0%	i	0.2%	11.2%	-1.0%	-28.1%	-27.9%	-1.2%
CC1CN(Cc2nc3ccccc3c(=O)[nH]2)CC(C)O1 (configuration not stated)	-15.0%[20 µM]	0.6%	i	0.3%	0.2%	.	-7.6%	-9.8%	-0.3%
COC(=O)COc1ccc(S(=O)(=O)N2CCCCCC2)cc1C	13.6%	-0.5%	.	0.1%	-2.1%	-6.7%	-1.4%	-21.9%	37.3%
C=CCn1c(SCC(=O)NC(=O)c2cccn2C)nc2ccccc2c1=O	-22.3%	-1.3%	i	-0.1%	-4.5%	.	9.9%	-10.9%	13.6%
Cc1cccc(OCCCc2c(C)n[nH]c2C)c1	21.1%	3.7%	i	-1.1%	-6.9%	-0.7%	6.0%	1.2%	0.2%
N#Cc1ccc(-c2nc3cc(C#N)c(C#N)cc3nc2-c2ccccc2)cc1C#N	25.7%	0.4%	i	?	2.2%	.	28.6%	48.5%*	10.8%
Cc1[nH]n(-c2cccc([N+](=O)[O-])c2)c(=O)c1-c1ccccc1	-3.1%	-1.2%	i	-1.3%	-0.6%	-10.7%	-1.5%	-44.3%	11.0%
CN(CC(=O)N1CCc2[nH]c3ccc(F)cc3c2C1)CC1OCCO1	23.3%	-1.0%	i	0.7%	-1.8%	.	15.6%	17.0%	-9.7%
CN1CCN(CCCNC(=O)CCCOc2cc(=O)n(C)c3ccccc23)CC1	7.6%	37.1%	i	0.5%	-2.3%	-2.0%	7.7%	-13.3%	2.1%

Not all compounds are listed; count on the stated rates, not on these rows.
